Screening data: PubChem, National Center for Advancing Translational Sciences (NCATS)
ATXN2 expr inh = inhibitors of ATXN2 expression; HEK-293 ATXN2-luciferase reporter, luminescence, 24 h; Potency, µM (top dose mostly 57 µM), inactives show at the highest dose activity change, negative = inhibition, most hits filed as inhibitors; 360,000 compounds, 0.72% hits; note: potency is the fitted concentration of half-maximal effect; % is set by controls: 0 for no effect and ±100 for the full control effect; nearly all actives have a fitted effect of over 55% in size
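qHTS (up to 57 uM final) was run with 24 h compound exposure of reporter cells at 37 °C. Each well was multiplexed: SteadyGlo luminescence measured ATXN2-luciferase expression after a fluorogenic Gly-Phe-AFC viability readout (25 uM final).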
A549 viability = kills or reduces viability of A549 cells in Nrf2 counter-screen. A549 ARE-Fluc cells, CellTiter-Fluor viability, 18-24 h. Potency, µM (top dose mostly 46 µM), inactives show at the top dose activity change, negative = cytotoxicity, hits mostly inhibitors. 390,000 compounds, 0.16% hits; note: potency is the fitted concentration of half-maximal effect; % is set by controls: 0 for no effect and ±100 for the full control effect
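Cytotoxicity counterscreen: CellTiter-Fluor fluorescence was measured in A549 ARE_Fluc cells after 18-24 h of compound exposure in a concentration series. The subsequent BugLite luminescent read reports ARE-luciferase activity.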
EPAC2 agonist = activates human EPAC2 exchange factor | Potency, µM (series often up to 154 µM), for inactives: top-dose activation, actives largely listed as activators | AID 720711 | 360,000 compounds, 0.079% hits | EPAC2 activation, biochemical qHTS; response scale: 100% = 6.5 mM cAMP response | Q8WZA2; note: potency is the fitted concentration of half-maximal effect; nearly all actives have a fitted effect of over 50% in size
Target sequence (Q8WZA2 whole entry, looked up): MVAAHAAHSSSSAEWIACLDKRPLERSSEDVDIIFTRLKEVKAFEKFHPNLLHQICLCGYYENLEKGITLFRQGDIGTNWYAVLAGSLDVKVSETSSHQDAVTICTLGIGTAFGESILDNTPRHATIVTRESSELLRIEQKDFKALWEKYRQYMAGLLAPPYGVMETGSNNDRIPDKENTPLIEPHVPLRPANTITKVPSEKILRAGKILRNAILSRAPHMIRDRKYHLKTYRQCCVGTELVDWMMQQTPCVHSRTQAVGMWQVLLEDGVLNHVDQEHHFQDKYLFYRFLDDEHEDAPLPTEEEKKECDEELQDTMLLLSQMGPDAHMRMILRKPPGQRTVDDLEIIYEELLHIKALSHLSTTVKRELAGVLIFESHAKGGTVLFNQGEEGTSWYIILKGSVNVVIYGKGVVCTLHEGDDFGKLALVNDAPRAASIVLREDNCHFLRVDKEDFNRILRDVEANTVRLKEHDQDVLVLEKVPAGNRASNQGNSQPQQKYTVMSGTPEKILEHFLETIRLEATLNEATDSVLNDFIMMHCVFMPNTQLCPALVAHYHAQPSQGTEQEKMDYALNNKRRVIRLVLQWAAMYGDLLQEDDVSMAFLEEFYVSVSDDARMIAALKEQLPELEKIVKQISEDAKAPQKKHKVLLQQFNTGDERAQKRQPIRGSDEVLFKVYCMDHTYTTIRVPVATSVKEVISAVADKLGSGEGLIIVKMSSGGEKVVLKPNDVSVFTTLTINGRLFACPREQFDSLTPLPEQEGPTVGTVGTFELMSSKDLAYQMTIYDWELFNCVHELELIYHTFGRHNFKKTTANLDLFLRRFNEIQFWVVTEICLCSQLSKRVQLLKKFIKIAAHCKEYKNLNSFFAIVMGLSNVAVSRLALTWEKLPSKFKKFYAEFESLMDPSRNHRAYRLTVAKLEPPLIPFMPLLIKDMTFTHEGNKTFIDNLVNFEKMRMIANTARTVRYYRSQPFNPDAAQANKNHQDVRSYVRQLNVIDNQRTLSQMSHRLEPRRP
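Each well held 100 nM EPAC2, 250 nM RAP1B-BODIPY-GDP and 50 uM GDP. Fluorescence, read at 5-min intervals to 30 min, was referenced to a 6.5 mM cAMP positive control.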
Nrf2 block = Nrf2 pathway inhibition. Potency, µM (series often up to 46 µM), inactives show at the top dose activity change, negative = inhibition, usual class: inhibitors. 360,000 compounds, 2.1% hits. A549 ARE-Fluc reporter, luciferase luminescence, 18-24 h. AID 504444; note: potency is the fitted concentration of half-maximal effect; % is set by controls: 0 for no effect and ±100 for the full control effect; nearly all actives have a fitted effect of over 60% in size
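Two sequential reads on A549 ARE_Fluc cells exposed to compound for 18-24 h: a CellTiter-Fluor fluorescence read for viability, then a luciferase luminescence read for Nrf2/ARE activity.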
IL2 activator = activates IL-2 in a cell-based reporter assay; activation, % (series mostly up to about 46 µM); AID 652025; 360,000 compounds, 0.065% hits; IL-2 activation reporter assay, cell-based qHTS; stimulated with anti-CD3/CD4/CD28 beads; in transgenic mouse T cells; in the data active = activation above about 50%; inconclusive = mostly about 30% to 49%; note: 0% is about no effect
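Unstimulated transgenic mouse T cells preincubated 60 min with compound, then stimulated with anti-CD3/anti-CD4-coated beads plus anti-CD28 for 18 h at 37 degrees C. IL-2 response read as EGFP and DsRed fluorescence by plate cytometry.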
ATXN viability = reduces viability in counter-screen for ATXN expression inhibitors; Potency, µM (top dose mostly 56.7 µM), hits mostly cytotoxic; AID 651635; S2 cells (HEK-293 line with an ATXN2-luciferase reporter) viability, CellTiter-Fluor protease fluorescence, 24 h; 400,000 compounds, 0.49% hits; note: potency is the fitted concentration of half-maximal effect; nearly all actives have a fitted effect of over 40% in size
Nrf2 ARE act = activates Nrf2 signaling; AREc32 ARE-luciferase reporter (MCF7-derived line), luminescence, 24 h; Potency, µM (doses to about 46.1 µM), without a hit: top-dose activation, hits mostly activators; 410,000 compounds, 0.31% hits; note: potency is the fitted concentration of half-maximal effect; % of control where 0% means no effect; nearly all actives have a fitted effect of over 65% in size
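Cells of the AREc32 ARE-luciferase line are plated in OPTI-MEM containing 5% FBS and left overnight at 37 deg C. Compounds are pinned in, incubation continues 24 hr, and firefly luciferase signal is then measured.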
TGFb SMAD3 inh = TGF-b pathway inhibition; Potency, µM (highest dose often 46.1 µM), for inactives: top-dose activity, negative = inhibition, hits mostly inhibitors; HepG2 CAGA-GFP TGF-b/SMAD3 reporter, GFP fluorescence, 18 h; TGF-beta stimulated, 500 pg/mL final; AID 588855; 410,000 compounds, 1.2% hits; note: potency is the fitted concentration of half-maximal effect; % is set by controls: 0 for no effect and ±100 for the full control effect; nearly all actives have a fitted effect of over 65% in size
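Read-out: total well GFP (ex488/em500-530) summed from mean per-cell fluorescence. Cells: HEPG2 CAGA-GFP, 1% FBS DMEM, 18 h at 37 degrees C with 500 pg/mL final TGF-beta. Unstimulated wells served as the full-inhibition control; stimulated DMSO wells = 0%.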
HepG2 tox = counter-screen for TGF-b inhibitors: cytotoxicity in HepG2 cells. HepG2 CAGA-GFP viability, ATP luminescence, 18 h. Potency, µM (top dose mostly 46.1 µM), for the others: at the highest dose activity change, negative = cytotoxicity, usual class: cytotoxic. 410,000 compounds, 0.76% hits. AID 588856; note: potency is the fitted concentration of half-maximal effect; some results filed as inactive show a strong effect at the top dose
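HepG2 CAGA-GFP cells (1000/well, DMEM with 1% FBS) received compound, then TGF-beta at 500 pg/mL final, and were incubated 18 hours at 37 degrees C. Viability was read by CellTiter-Glo luminescence. Media-only wells were set as complete cell-killing and DMSO as no toxicity.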
Numbers without * were called inactive; i = inactive; ? = inconclusive; nt = no result given; [ ] = remark or other dose. Unless noted, calls come from the whole dose curve; as a rule, active = well fitted curve in the direction sought with a large enough effect; inconclusive = small, poorly fitted or top-dose-only effect, or another doubt; inactive = no such curve, though single readings can be large; an effect the other way counts as inactive or inconclusive.

Compound	ATXN2 expr inh	A549 viability	EPAC2 agonist	Nrf2 block	IL2 activator	ATXN viability	Nrf2 ARE act	TGFb SMAD3 inh	HepG2 tox
CC(C)CCn1c(=O)c2ccccc2n2c(CCC(=O)NCC3CCCO3)nnc12 (stereo not given)	9%	0%	-2%	21%	-2.6	i	-0.9%	1%	-4%
CCOC(=O)c1ccc(NC(=O)NCCN2CCCCC2)cc1	5%	-2%	7%	8%	2.6	i	0.1%	2%	-4%
NC(=O)CSc1nc(-c2ccccc2)nc2c1CCCC2	-15%	0%	12%	-11%	2.9	i	-0.8%	0%	1%
Brc1ccc(-c2nnc3n2CCCCC3)cc1	-12%	?	-7%	nt	-0.7	i	-0.1%	-31%	2%
COc1ccccc1N(CC(O)Cn1ccnc1C)S(=O)(=O)c1ccc(C)cc1 (stereo not given)	-10%	13%	1%	6%	0.8	i	-0.6%	-4%	-20%
CCN(C(=O)C(C)N1C(=O)/C(=C/c2ccco2)SC1=S)C1CCS(=O)(=O)C1 (stereo not given)	-37%	15µM*	-3%	?	-1.9	nt	25%	-27%	-18%
CCN=c1scc(C)n1/N=C/c1cc(Br)c(O)c(Br)c1	52%[activator]	?	-2%	8%	0.3	?	1.3%	-15%	-19%
O=C(NN=C1CCCCCC1)C(=O)Nc1cccc(Br)c1	25%	-8%	2%	5%	-3.3	i	0.4%	-18%	-6%
C#CCOc1ccc(/C=C2/C(=O)NN(c3ccccc3)C2=O)cc1OC	9%	-6%	-4%	5%	1.6	?	-0.1%	-2%	-2%
COc1ccccc1-c1nnc(N)s1	-4%	-9%	2%	-5%	-0.8	i	0.1%	5%	19%
CN(Cc1ccc(F)cc1)S(=O)(=O)c1ccc2[nH]c(=O)[nH]c2c1	nt	nt	6%	nt	0.7	i	0.3%	-7%	-18%
O=C(NCc1cccnc1)c1cnc2sccn2c1=O	4%	7%	-3%	23%	-2.4	i	3.4%	6%	1%
CCOc1ccc(-n2cnnn2)cc1S(=O)(=O)NCc1ccccc1	2%	1%	4%	5%	4.1	i	0.1%	1%	2%
Cn1c(=O)[nH]c(=O)c2c1nc(NCCCO)n2CCOc1ccccc1	8%	-1%	-2%	-8%	-2.4	i	2.7%	0%	0%
CC(=O)OC[C@H]1COc2ccc3ccccc3c2[C@H]1N(C)C(C)=O	-6%	2%	11%	-7%	0.2	i	0.0%	-6%	-15%
CCN1CCCn2c1nc1c2c(=O)n(C)c(=O)n1C	-3%	4%	11%	5%	-3.2	?	0.4%	-3%	-14%
CC1CCCN(c2cc3c(cc2F)c(=O)c(S(=O)(=O)c2cccc(Cl)c2)cn3C)C1 (stereo not given)	nt	1%	nt	0%	nt	nt	0.2%	9%	6%
O=C(NCCc1c[nH]c2ccccc12)c1ccc2c(c1)OCO2	127%[activator]	-15%	5%	?	-0.4	i	1.8%	18%	-7%
CCC(Oc1ccc2c(c1)C(=O)CC(C)(C)O2)C(=O)NCCN1CCCCCC1 (stereo not given)	-10%	0%	-1%	-3%	-1.2	i	-0.5%	-20%	-21%
CCCN(CCC)CCNS(=O)(=O)c1ccc2c(c1)oc(=O)n2C	8%	15%	3%	0%	0.5	i	-0.2%	13%	-18%

Later entries.
Compound	ATXN2 expr inh	A549 viability	EPAC2 agonist	Nrf2 block	IL2 activator	ATXN viability	Nrf2 ARE act	TGFb SMAD3 inh	HepG2 tox
O=C(Nc1ccc(F)c(Cl)c1)c1cc(C2CCCN(S(=O)(=O)c3cccc4cccnc34)C2)on1 (stereo not given)	7%	nt	11%	nt	-0.8	?	3.2%[9.22 µM]	1%	-3%
CNC(=S)N/N=C/c1cn(Cc2c(F)cccc2Cl)c2ccccc12	-9%	-2%	1%	11%	-3.1	?	3.6%	6%	-4%
Cc1ccc(-n2nnc3c(=O)n(Cc4ccccn4)cnc32)cc1C	-7%	3%	1%	11%	-1.6	i	-0.3%	0%	13%
Cc1ccc(O)c(NC(=O)CSc2n[nH]c(-c3ccccc3)n2)c1	-22%	-6%	4%	-11%	-0.8	i	6.4%	?	-46%
Cc1nn(C)c(C(=O)NNC(=O)Nc2cccc(C(F)(F)F)c2)c1Cl	-20%	1%	-6%	?	-1.8	i	3.5%	-9%	-36%
CCc1nc(C)cn1S(=O)(=O)c1ccc(Br)cc1	nt	8%	-3%	?	0.3	i	0.3%	4%	-4%
COc1ccc(COC(=O)Nc2c(SC)nsc2SC)cc1	-8%	7%	0%	-15%	-3.5	?	0.0%	-2%	-1%
Cc1cc(-n2[nH]c(C)c(C)c2=O)nc(-c2ccccc2O)n1	?	-12%	7%	?	2.2	i	0.7%	-22%	-18%
COc1ccc(C(=O)NC(=S)N2CCCCC2)cc1	20%	-28%[1.84 µM]	5%	19%	1.4	i	0.0%	-14%	-2%
COc1ccc([N+](=O)[O-])cc1NC(=O)CCN1CCOCC1	-26%	14%	-5%	-3%	-0.3	i	6.1%	-5%	-14%
CN(C(=O)c1cccc(NC(=O)Cc2ccc(NC(=O)C3CCN(C(=O)C4CCC4)CC3)cc2)c1)C1CCCCC1	0%	-2%	3%	2%	0.2	i	3.5%	16%	0%
O=C(Cc1ccc([N+](=O)[O-])cc1)N1CCN(c2ccc([N+](=O)[O-])cc2)CC1	nt	-13%	6%	?	-4.4	i	-0.4%	-10%	-7%
COc1ccccc1CCC(=O)OCC(=O)Nc1ccc2[nH]c(=O)[nH]c2c1	-26%	0%	-3%	1%	0.1	i	0.5%	0%	-2%
CN(CC(=O)Nc1ccc(Cl)c(Cl)c1)C(=O)c1cccc2cccnc12	-9%	5%	11%	10%	0.8	i	3.5%	?	-34%
CCOC(=O)C1(CCc2ccccc2)CCN(C(=O)CCc2cnn(C)c2)CC1	4%	3%	2%	-6%	-4.2	i	0.2%[9.22 µM]	-2%	-6%
Cc1ccc2[nH]c3c(=O)n(Cc4ccncc4)cnc3c2c1	9%	-2%	-8%	7%	-0.5	i	0.5%	0%	6%
Cc1ccc(NC(=O)C(=O)NC2CCCCC2)cc1	80%[activator]	-4%	-1%	nt	-1.2	i	2.4%	-1%	3%
O=C(c1ccccc1)N1CCN(C(=O)c2cc3ccccc3o2)CC1	3%	-8%	3%	-14%	-0.2	i	0.4%	1%	-4%
Cc1ccc(S(=O)(=O)N2CCC(C(=O)NCCC3=CCCCC3)CC2)c(C)c1	-8%	-2%	10%	?	-0.9	i	3.2%	?	-19%
CCOC(=O)NC1(NCC(C)C)Oc2ccccc2O1	11%	-15%	9%	?	-2.7	i	?	-19%	-38%

Remaining list, next part.
Compound	ATXN2 expr inh	A549 viability	EPAC2 agonist	Nrf2 block	IL2 activator	ATXN viability	Nrf2 ARE act	TGFb SMAD3 inh	HepG2 tox
O=C(c1nc[nH]c1C(=O)N1CCc2ccccc2C1)N1CCc2ccccc2C1	0%	-4%	5%	?	1.9	i	1.8%	1%	-26%
O=C(OCc1cc2ccccc2[nH]c1=O)c1cccc([N+](=O)[O-])c1	nt	-4%	6%	3%	2.6	i	0.5%	11%	1%
COC(=O)c1sc(=S)n(Cc2ccccc2)c1C	-17%	7%	17%	7%	0.8	i	0.2%	-10%	-14%
CCOC(=O)c1ccccc1OC(=O)Oc1ccccc1C(=O)OCC	-29%	?	15%	?	-0.4	i	14%	-3%	-6%
Cc1cccc(N/N=C/c2ccc(O)c(O)c2O)c1	-1%	?	10%	-25%	15	i	5.2%	7%	-15%
Cc1ccc(-n2ncc3c(N4CCCCC4)ncnc32)cc1	?	3%	nt	nt	nt	i	-2.9%	33%[activator]	-42%
O=C(Cc1ccc([N+](=O)[O-])cc1)N1CCCc2ccccc21	18%	5%	-10%	-4%	-0.5	i	0.7%	-5%	-25%
O=C(Nc1ccc(S(=O)(=O)NCc2cccnc2)cc1)c1ccco1	24%	-9%	-4%	?	-2.2	i	0.3%	-9%	-24%
NS(=O)(=O)c1ccc(CCN=Cc2ccccc2O)cc1	1%	-3%	7%	6%	7.9	i	0.3%	1%	3%
CCN(CC)c1ccc(/C=N/NS(=O)(=O)c2cccc([N+](=O)[O-])c2)cc1	-12%	1%	5%	-19%	-0.1	i	2.6%	-6%	-2%
N#CC1C(=O)NC(=O)CC12CCCCC2 (stereo not given)	3%	-3%	9%	-3%	1.4	i	0.2%	20%	3%
Cc1ccc(S(=O)(=O)NC(=O)C2(C)CCN2C(=O)c2ccc(C(F)(F)F)nc2C)cc1 (stereo not given)	-5%	nt	-1%	nt	-0.5	i	-1.5%	5%	-3%
Cc1cnc(C(=O)N2CCCC(C(=O)c3ccc(C(F)(F)F)cc3)C2)cn1 (stereo not given)	33%	-4%	7%	?	0.8	i	2.3%	9%	14%
CCn1c(SCC(=O)OCc2ccccc2)nnc1-c1ccco1	2%	4%	2%	1%	-1.7	i	0.0%	-14%	-31%
COc1ccc(Nc2nc3c(S(=O)(=O)c4ccccc4)nnn3c3ccc(Cl)cc23)cc1OC	-1%	-2%	nt	?	nt	i	0.9%	?	-25%
O=C(O)C1CCCC[C@H]1C(=O)Nc1ncc([N+](=O)[O-])s1 (stereo not given in full)	1%	?	8%	-2%	-0.4	i	0.0%	-11%	-21%
Cc1oc(-c2ccccc2F)nc1CS(=O)CC(=O)NC1CCCCC1 (stereo not given)	-27%	-6%	1%	9%	-2.5	i	-1.1%	9%	-1%
COc1ccc(/C=N/NC(=O)c2ccccc2)cc1CN1CCN(c2ccc(F)cc2)CC1	11%	-3%	-2%	10%	-1.2	i	0.1%	-6%	1%
